N370S GC mod = inhibits or activates N370S mutant glucocerebrosidase | P04062 | N370S GC spleen homogenate, 4MU-glucoside fluorescence | Potency, µM (series often up to 59.4 µM), for inactives: top-dose activity change, negative = inhibition, usual class: inhibitors | 330,000 compounds, 0.092% hits | AID 2101;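 also: 0% = full enzyme activity and -100% = no enzyme basal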
FEN1 inhibitor = inhibitors of human flap endonuclease 1 | Potency, µM (titrated, usually from 114 µM), for inactives: at the top dose activity change, negative = inhibition, usual class: inhibitors | 390,000 compounds, 0.35% hits | Recombinant FEN1 flap cleavage, fluorescence, 15 min | P39748; also: nearly all actives have a fitted effect of over 65% in size
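FEN1 at 10 nM preincubated with compounds 15 min at room temperature, then flap DNA substrate added at 50 nM final. Signal read at 0 and 15 min; concentration-response fitted with four-parameter Hill equation.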
GCN5L2 inh = inhibitors of human GCN5L2 histone acetyltransferase; Q92830; GCN5L2 HAT assay, ThioGlo1 CoA-SH fluorescence; Potency, µM (highest dose often 58.9 µM), inactives show top-dose activity change, negative = inhibition, actives largely listed as inhibitors; 390,000 compounds, 0.21% hits
Target sequence (Q92830 whole entry, looked up): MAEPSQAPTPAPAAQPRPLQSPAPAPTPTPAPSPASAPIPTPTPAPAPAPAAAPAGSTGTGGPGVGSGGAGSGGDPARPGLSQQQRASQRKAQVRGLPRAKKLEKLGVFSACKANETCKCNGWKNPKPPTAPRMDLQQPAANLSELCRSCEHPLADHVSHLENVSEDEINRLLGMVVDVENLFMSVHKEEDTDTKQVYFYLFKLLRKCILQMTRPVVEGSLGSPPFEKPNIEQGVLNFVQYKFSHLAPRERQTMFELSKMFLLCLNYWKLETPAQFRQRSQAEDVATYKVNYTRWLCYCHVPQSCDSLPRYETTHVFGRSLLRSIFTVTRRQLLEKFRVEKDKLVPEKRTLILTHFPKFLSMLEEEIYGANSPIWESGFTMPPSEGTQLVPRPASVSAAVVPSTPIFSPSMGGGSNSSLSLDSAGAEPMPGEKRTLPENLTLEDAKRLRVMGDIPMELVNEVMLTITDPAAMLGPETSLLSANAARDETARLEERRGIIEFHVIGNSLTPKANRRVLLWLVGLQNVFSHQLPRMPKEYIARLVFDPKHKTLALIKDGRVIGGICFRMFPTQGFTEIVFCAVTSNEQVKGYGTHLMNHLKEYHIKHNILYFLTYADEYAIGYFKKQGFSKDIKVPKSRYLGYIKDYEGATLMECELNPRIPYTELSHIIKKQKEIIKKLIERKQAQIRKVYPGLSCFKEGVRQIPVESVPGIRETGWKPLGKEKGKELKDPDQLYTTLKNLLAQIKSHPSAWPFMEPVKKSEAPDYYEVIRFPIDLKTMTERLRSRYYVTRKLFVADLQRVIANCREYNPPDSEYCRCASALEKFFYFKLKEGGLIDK
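qHTS, 1536-well. 20nM enzyme, pH 7.5 HEPES/EDTA/Tween-20 buffer; 15 min compound preinc., RT. Start: 75uM H3(1-25), 70uM AcCoA, 50uM ThioGlo1. Read Ex340/Em540 at t=0 (autofluorescence flag) and t=20 min.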
* hit, by the source's call; & = joins results of further samples. Calls follow the shape of the dose curve; as a rule, active = well fitted curve in the direction sought with a large enough effect; inconclusive = small, poorly fitted or top-dose-only effect, or another doubt; inactive = no such curve, though single readings can be large; an effect the other way counts as inactive or inconclusive. Unless noted, % is scaled to controls: 0 for no effect and ±100 for the full control effect; potency is read from the fitted curve at half-maximal effect.

The first 5 records as a preview:
`O=P(c1ccccc1)(c1ccccc1)C(c1ccco1)N1CCOCC1` (stereo not drawn) gave N370S GC mod -1%, FEN1 inhibitor 7% and GCN5L2 inh 12%.
For O=C1c2c(O)cc(O)cc2O[C@H](c2ccc(O)c(O)c2)[C@H]1O the results were N370S GC mod -6%, FEN1 inhibitor inconclusive and GCN5L2 inh 0%.
For C[C@@H]1CC[C@H](O)/C=C/C(=O)O[C@H](C)CC[C@H](O)/C=C/C(=O)O1 the results were N370S GC mod 0%, FEN1 inhibitor -7% and GCN5L2 inh -15%.
Screening CCn1ncc(CNC(=O)CCSc2nc(-c3ccco3)cc(C(F)(F)F)n2)c1C returned N370S GC mod -5%, FEN1 inhibitor 5% and GCN5L2 inh -3%.
For CCCN1C[C@H](CSC)C[C@@H]2c3cccc4[nH]cc(c34)C[C@H]21 the results were N370S GC mod -2%&7%&-8%&-15%, FEN1 inhibitor 19% and GCN5L2 inh 0%&-5%.

The whole of this part, from the start:
`O=P(c1ccccc1)(c1ccccc1)C(c1ccco1)N1CCOCC1` (stereo not drawn) gave N370S GC mod -1%, FEN1 inhibitor 7% and GCN5L2 inh 12%.
For O=C1c2c(O)cc(O)cc2O[C@H](c2ccc(O)c(O)c2)[C@H]1O the results were N370S GC mod -6%, FEN1 inhibitor inconclusive and GCN5L2 inh 0%.
For C[C@@H]1CC[C@H](O)/C=C/C(=O)O[C@H](C)CC[C@H](O)/C=C/C(=O)O1 the results were N370S GC mod 0%, FEN1 inhibitor -7% and GCN5L2 inh -15%.
Screening CCn1ncc(CNC(=O)CCSc2nc(-c3ccco3)cc(C(F)(F)F)n2)c1C returned N370S GC mod -5%, FEN1 inhibitor 5% and GCN5L2 inh -3%.
For CCCN1C[C@H](CSC)C[C@@H]2c3cccc4[nH]cc(c34)C[C@H]21 the results were N370S GC mod -2%&7%&-8%&-15%, FEN1 inhibitor 19% and GCN5L2 inh 0%&-5%.
For COc1ccc(-c2cn3c(n2)sc2cc(C(=O)NCCc4ccc(OC)cc4OC)ccc23)cc1 the results were FEN1 inhibitor 3% and GCN5L2 inh -2%.
Cc1ccccc1NC(=O)c1ccc(NC(=O)C2CC(=O)OC23CCCCC3)cc1 (stereo not drawn) was read as N370S GC mod 5%, FEN1 inhibitor 3% and GCN5L2 inh 0%.
`Cc1cc(C)cc(NC(=O)c2sc3nc[nH]c(=O)c3c2C)c1` gave FEN1 inhibitor 1% and GCN5L2 inh 3%.
O=C(Cc1cccs1)NCCS(=O)(=O)N1CCN(c2ccccc2F)CC1 was read as N370S GC mod inconclusive, FEN1 inhibitor 1% and GCN5L2 inh -5%.
CCc1ccc2c(c1)c(=O)c(S(=O)(=O)c1ccc(F)cc1)cn2CC(=O)Nc1ccc(C)cc1C was read as FEN1 inhibitor 12% and GCN5L2 inh 0%.
`CC(=O)c1ccc(NC(=O)CSC(=S)N2CCCC2)cc1` gave N370S GC mod 5%, FEN1 inhibitor -3% and GCN5L2 inh -3%.
NC(=O)C1CCN(C(=O)CC2(CC(=O)O)CCCCC2)CC1 was read as N370S GC mod -2%, FEN1 inhibitor 6% and GCN5L2 inh -6%.
COc1ccc(C(=O)Nc2cc(Cl)ccc2N2CCOCC2)cc1S(=O)(=O)N1CCOCC1 was read as N370S GC mod -7%, FEN1 inhibitor 11% and GCN5L2 inh -4%.
COCCOC(=O)C1=C(C)N=C2SCCC(=O)N2C1c1cccs1 (stereo not drawn) was read as N370S GC mod inconclusive, FEN1 inhibitor -3% and GCN5L2 inh -3%.
For Cc1ccc(/C=C/c2onc(C)c2S(=O)(=O)N2CCC(C(=O)Nc3ccc(OC(F)(F)F)cc3)CC2)cc1 the results were FEN1 inhibitor -10% and GCN5L2 inh 0%.
Screening O=C(Nc1nc2ccccc2s1)c1cccc(N2C(=O)CCC2=O)c1 returned N370S GC mod 2%, FEN1 inhibitor 0% and GCN5L2 inh -17%.
Screening CN(C)CCCNS(=O)(=O)c1ccc(Cl)s1 returned N370S GC mod -1%, FEN1 inhibitor 4% and GCN5L2 inh -6%.
Screening CCS(=O)(=O)N1CCN(Cc2ccccc2OC)CC1 returned N370S GC mod 15%, FEN1 inhibitor 0% and GCN5L2 inh -6%.
For C#Cc1ccc([C@H]2C=C(C(=O)N3CCN(Cc4ccccc4)CC3)O[C@@H](OCc3ccc(CO)cc3)C2)cc1 the results were N370S GC mod 5%, FEN1 inhibitor -15% and GCN5L2 inh -2%.
For Cc1ccc(-n2nc3c(c2NC(=O)c2cc4ccccc4o2)CS(=O)(=O)C3)cc1 the results were N370S GC mod -5%, FEN1 inhibitor -1% and GCN5L2 inh inconclusive.
`CN1CCC(N(C)C(=O)COc2ccccc2Cl)CC1` gave FEN1 inhibitor -6% and GCN5L2 inh -1%.
For CCN(CC)c1ccc(NC(=O)CN2CCN(c3ccc(F)cc3)CC2)cc1 the results were N370S GC mod -3%, FEN1 inhibitor 11% and GCN5L2 inh -1%.
CCOc1ccc(NC(=O)c2cccc(OC(=S)N3CCC(C)CC3)c2)cc1 was read as N370S GC mod inconclusive, FEN1 inhibitor -7% and GCN5L2 inh -10%.
For CCCCn1c(N)c(N(CCC(C)C)C(=O)C2CC(=O)N(c3ccccc3OCC)C2)c(=O)[nH]c1=O (stereo not drawn) the results were N370S GC mod 1%, FEN1 inhibitor -4% and GCN5L2 inh 1%.
Screening CC(C)S(=O)(=O)c1cnc(-c2cccnc2)nc1N returned N370S GC mod 2%, FEN1 inhibitor -8% and GCN5L2 inh -4%.
For N#C/C(=C\Nc1ccc2c(c1)OCCO2)c1nc(-c2ccccc2)cs1 the results were N370S GC mod 2%, FEN1 inhibitor -15% and GCN5L2 inh 1%.
Screening COc1ccccc1C(=O)NNc1ncc(C)s1 returned N370S GC mod 3%, FEN1 inhibitor 2% and GCN5L2 inh -2%.
For Cc1c(C(=O)NCc2ccccc2)sc2nc3n(c(=O)c12)CCCCC3 the results were FEN1 inhibitor -4% and GCN5L2 inh inconclusive.
Screening O=C(CN1CCCC1)Nc1cc(C(F)(F)F)ccc1Cl returned N370S GC mod -16%, FEN1 inhibitor 3% and GCN5L2 inh 8%.
For N=c1sccn1CC(=O)Nc1cc(Cl)ccc1[N+](=O)[O-] the results were N370S GC mod -4%, FEN1 inhibitor -11% and GCN5L2 inh -9%.
O=C(Nc1nnc(SCc2c(Cl)cccc2Cl)s1)c1ccc2ncsc2c1 was read as N370S GC mod 1% and GCN5L2 inh -8%.
N#CCCn1nc(-c2ccccc2)c2ccccc2c1=O was read as N370S GC mod -1%, FEN1 inhibitor -5% and GCN5L2 inh -1%.
Cn1cc(S(=O)(=O)N2CCOCC2)cc1C(=O)NCc1ccc(Cl)cc1 was read as N370S GC mod -4%, FEN1 inhibitor -5% and GCN5L2 inh -6%.
For COc1cccc(-c2nccc(NCc3cccs3)n2)c1 the results were N370S GC mod 4µM* and GCN5L2 inh -24%.
For O=c1[nH]c(CN2CCN(S(=O)(=O)c3ccccc3C(F)(F)F)CC2)nc2sc3c(c12)CCCC3 the results were N370S GC mod 8%, FEN1 inhibitor -4% and GCN5L2 inh -3%.
`O=C(c1cc(-c2ccc(F)cc2)on1)N1CCCCCC1` gave N370S GC mod -1%, FEN1 inhibitor 2% and GCN5L2 inh -18%.
For COCCN(C(=O)COC(=O)/C(=C/c1ccccc1)NC(C)=O)c1c(N)n(Cc2ccccc2)c(=O)[nH]c1=O the results were N370S GC mod 2%, FEN1 inhibitor -6% and GCN5L2 inh -1%.
N#CC1(NC(=O)COC(=O)C2=COCCO2)CCCCC1 was read as FEN1 inhibitor 1% and GCN5L2 inh 0%.
`CC1=C(c2ccc(C)c(C)c2)S(=O)(=O)N=C1N1CCN(c2cccc(C(F)(F)F)c2)CC1` gave FEN1 inhibitor 3% and GCN5L2 inh -9%.
Screening CC(C)(C)c1ccc(/C=C/C(=O)c2ccc(NC3=NCCCS3)cc2)cc1 returned N370S GC mod 28%, FEN1 inhibitor -23% and GCN5L2 inh -21%.
For CCC1CCCCN1S(=O)(=O)c1ccc(NC(=O)c2nc(SC)ncc2Cl)cc1 (stereo not drawn) the results were FEN1 inhibitor 3% and GCN5L2 inh -3%.
For COc1cccc(C(=O)NCCC2=CCCCC2)c1OC the results were N370S GC mod 3%, FEN1 inhibitor 9% and GCN5L2 inh -2%.
Screening Cc1ccccc1COc1cccc(/C=N/NC(=O)c2nnn(-c3nonc3N)c2C)c1 returned N370S GC mod -8%, FEN1 inhibitor -1% and GCN5L2 inh -2%.
Screening Cc1cc(C(=O)CN2C(=O)c3cccc(N)c3C2=O)c(C)n1Cc1cccs1 returned N370S GC mod 12%, FEN1 inhibitor 1% and GCN5L2 inh -10%.
For O=C(Nc1ccncc1)C1COc2ccccc2O1 (stereo not drawn) the results were N370S GC mod inconclusive, FEN1 inhibitor 9% and GCN5L2 inh -7%.
`Cc1ccc(C(=O)NCc2ccccn2)cc1S(=O)(=O)N1CCCCC1` gave N370S GC mod -7%, FEN1 inhibitor 19% and GCN5L2 inh -4%.
CC(C)Sc1ncc(Cl)c(C(=O)N(Cc2ccc(F)cc2)C2CCS(=O)(=O)C2)n1 (stereo not drawn) was read as FEN1 inhibitor 7% and GCN5L2 inh -5%.
For COc1ccc(C)cc1NC(=O)COC(=O)C1COc2ccccc2O1 (stereo not drawn) the results were FEN1 inhibitor -13% and GCN5L2 inh -4%.
`CCN(CC)CCN(C)C1CCC(c2ccccc2)CC1` (stereo not drawn) gave N370S GC mod 1%, FEN1 inhibitor 10% and GCN5L2 inh 1%.
Screening Cc1ccc2oc(C(=O)Nc3nc(-c4ccc(F)cc4)ns3)c(C)c2c1 returned FEN1 inhibitor 7% and GCN5L2 inh -6%.
Screening O=C(CSc1nnc(Cc2ccccc2)o1)c1ccccc1 returned N370S GC mod -18%, FEN1 inhibitor -6% and GCN5L2 inh -1%.
`Cc1cc2oc(C(=O)Nc3ccc(S(=O)(=O)Nc4ncccn4)cc3)cc(=O)c2cc1Cl` gave N370S GC mod -1%, FEN1 inhibitor -8% and GCN5L2 inh -6%.
For Cc1cccc(Cn2cc(C(=O)Nc3cc(F)ccc3F)ccc2=O)c1 the results were FEN1 inhibitor 17% and GCN5L2 inh 0%.
`OCCN1CCN(C(=S)c2ccc(Cl)cc2)CC1` gave N370S GC mod -2%, FEN1 inhibitor 2% and GCN5L2 inh -3%.
Screening N#Cc1cccc(NC(=O)N2CC3(CCN(C(=O)c4ccco4)CC3)C2)c1 returned N370S GC mod 26% and GCN5L2 inh -15%.
For Cn1cc(/C=C/c2cc[n+](C)cc2)c2cc(F)ccc21 the results were N370S GC mod inconclusive, FEN1 inhibitor 45µM* and GCN5L2 inh -16%.
`CC(=O)c1cccc(S(=O)(=O)Nc2ccc(N3CCOCC3)cc2)c1` gave N370S GC mod -6%, FEN1 inhibitor 3% and GCN5L2 inh -3%.
For O=C(CSc1nc2ccccc2s1)NCCCN1CCOCC1 the results were N370S GC mod -6%, FEN1 inhibitor -14% and GCN5L2 inh -3%.
For CC(=O)N1CCCc2cc(S(=O)(=O)N3CCN(c4cccc(C(F)(F)F)c4)CC3)ccc21 the results were FEN1 inhibitor inconclusive and GCN5L2 inh -3%.
`O=S(=O)(c1cc(O)ccc1O)c1cccc2c(S(=O)(=O)c3cc(O)ccc3O)cccc12` gave N370S GC mod -25%, FEN1 inhibitor 35µM* and GCN5L2 inh inconclusive.
CC1(c2ccc(OC(F)F)cc2)NC(=O)N(CC(=O)Nc2ccc3c(c2)OCO3)C1=O (stereo not drawn) was read as N370S GC mod 6%, FEN1 inhibitor 3% and GCN5L2 inh -4%.
`CCCN(Cc1cc2ccc(C)cc2[nH]c1=O)S(=O)(=O)c1ccccc1` gave N370S GC mod inconclusive, FEN1 inhibitor -3% and GCN5L2 inh -5%.
`COc1cc2c(cc1NC(=O)C(C)N1CCN(S(=O)(=O)c3ccccc3[N+](=O)[O-])CC1)oc1ccccc12` (stereo not drawn) gave N370S GC mod 11%, FEN1 inhibitor 0% and GCN5L2 inh 3%.
For COc1ccc2c(c1)/C(=N/OC(=O)c1cccs1)CCC2 the results were N370S GC mod 23%, FEN1 inhibitor -15% and GCN5L2 inh -6%.
For CN(C)/[N+]([O-])=N/Oc1cc(O/[N+]([O-])=N/N2CCCC2CO)c([N+](=O)[O-])cc1[N+](=O)[O-] (stereo not drawn) the results were N370S GC mod -4% and FEN1 inhibitor inconclusive.
For COc1cc(C#N)ccc1OC(=O)Cc1cc(OC)c(OC)c(OC)c1 the results were N370S GC mod 0%, FEN1 inhibitor -2% and GCN5L2 inh -1%.
`Cc1ccc(N(CC(=O)N2CCc3ccccc3C2)S(C)(=O)=O)cc1` gave N370S GC mod -2%, FEN1 inhibitor 0% and GCN5L2 inh 0%.
`C[C@H](NC(=O)c1ccco1)C(=O)Nc1ccc2c(c1)OCO2` gave N370S GC mod 8%, FEN1 inhibitor 1% and GCN5L2 inh -2%.
O=C(CSc1ncnc2scc(-c3ccccc3)c12)Nc1ccc(C(=O)O)cc1 was read as N370S GC mod 12%, FEN1 inhibitor 2% and GCN5L2 inh -3%.
Screening CN(C)C(=O)c1c(-c2ccccc2)oc2ccc(O)cc12 returned N370S GC mod 4%, FEN1 inhibitor 4% and GCN5L2 inh -4%.
`COc1ccc(N2CCN(C(=O)c3ccc4nc(N5CCC(C)CC5)sc4c3)CC2)cc1` gave FEN1 inhibitor -12% and GCN5L2 inh -5%.

Compounds as they come; any-hit rate near 0.54%.
